Cardio protect = protects H9c2 cardiomyocytes from peroxide injury | H2O2 injury protection, ATPLite, 2 h | protection from H2O2 cell death, % at 20 µM | 360,000 tested, 0.63% active;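 active means compounds giving at least 50% protection of heart cells from peroxide-induced death in the single-dose screen, raw or plate-pattern-corrected value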;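 further: 0% = DMSO wells with peroxide and 100% = DMSO wells without peroxide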
N-glyco inh = N-linked glycosylation inhibition; D54 ERlucT glycosylation luciferase reporter, 24 h; percent of 100 nM tunicamycin response; reporter increase, % at 12.5 µM; 360,000 tested, 0.23% active; AID 588692;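 active means mean luciferase reporter signal, scaled so untreated is 0 and the glycosylation-blocking control 100, at or above a set limit in every replicate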;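 further: luciferase carries N-glycosylation sites so blocking glycosylation raises the light; 0% = median of neutral control wells and 100% = median of 100 nM tunicamycin wells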
ABHD5 PLIN5 PPI = inhibitors of human ABHD5-perilipin-5 interaction; Q00G26+Q8WTS1; Split G. princeps luciferase complementation, luminescence, 4 h; inhibition, % at 4 µM; 360,000 tested, 0.78% active; AID 602281;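 active means inhibition above the mean inhibition across every tested compound plus 3 SD, cut at about 22% in these data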;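 further: 0% = DMSO only wells and the 100% control is not disclosed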
NOD2-RIPK2 inh = inhibitors of human NOD2-RIPK2 interaction; O43353; inhibition, % at 4.98 µM; CHO BLA complementation NOD2-RIPK2, CCF4 ratio; 360,000 tested, 0.38% active; AID 624267; in the data active means inhibition above about 21%;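 further: 0% = vehicle only and 100% = reference blocker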
ABCB6 inh MLPCN = blocks the human ABCB6 transporter; Q9NP58; K562-ABCB6 porphyrin accumulation, flow cytometry, 1 h; active compounds read low; 360,000 tested, 0.19% active; AID 602162; fluorescence ratio to DMSO, % at 10 µM;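 active means fluorescence ratio to DMSO below 75%, the collection mean minus 3 SD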;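 further: signal is porphyrin accumulated inside mitochondria; 100% equals median channel fluorescence of DMSO control wells; lower ratio means ABCB6 inhibition with less porphyrin fluorescence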
MC4R antag cAMP = blocks human MC4R cAMP signaling | P32245 | MC4R-expressing cells, MTII-stimulated cAMP, LANCE TR-FRET | inhibition, % at 6.5 µM | 360,000 tested, 0.48% active;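 active means inhibition above its plate's cutoff, the mean of tested wells on that plate plus 3 SD, cut at about 29% in these data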;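 further: 0% = Melanotan II alone and 100% = Melanotan II plus saturating MCL0020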
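material = U2OS cells stably expressing human melanocortin 4 receptor (MC4R) | also added = Melanotan II challenge | dosing = single nominal compound dose of 6.5 µM | detection = TR-FRET with Eu-cAMP and labeled anti-cAMP, 671 nm | replication = singlicate | timing = compound 30 min, challenge 1 h, detection 1 h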
HTR2A ag = mouse HTR2A agonism via beta-arrestin recruitment; P35363; CHO-K1 mHTR2A beta-arrestin complementation, luminescence; percent of 30 µM serotonin response; activation, % at 7.6 µM; 360,000 tested, 0.66% active; AID 624169;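 active means activation above a run cutoff, the mean activation of all tested compounds plus 3 SD, cut at about 14% in these data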;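 further: 0% = plate median of compound wells and 100% = 30 µM serotonin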
NCOA2 inhibitor = human SRC2 (NCOA2) inhibition | Q15596 | HEK293 GAL4-SRC2 luciferase reporter, luminescence | inhibition, % at 9 µM | 370,000 tested, 0.17% active;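 active means inhibition above the mean inhibition of all tested compounds plus 3 SD, set per campaign, cut at about 52% in these data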;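 further: 0% = DMSO treated cells and 100% = cells given Gossypol at 36 µM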
TLR9-MyD88 inh = inhibitors of human TLR9-MyD88 binding; 340,000 tested, 0.21% active; inhibition, % at 4.98 µM; CHO BLA complementation TLR9-MyD88, CCF4 FRET ratio; AID 504734;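 active means inhibition above the mean over all tested compounds plus 3 SD, cut at about 21% in these data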;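 further: 0% = DMSO only wells and 100% = clavulanate BLA inhibitor control wells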
MC4R barr agon = activates human MC4R beta-arrestin recruitment. P32245. activation, % at 8.9 µM. U2OS MC4R beta-arrestin complementation, luminescence; percent of melanotan II response, DMSO zero. 360,000 tested, 0.98% active. AID 540308;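 active means activation above a per-plate cutoff, the mean activation of sample wells on that plate plus 3 SD, cut at about 8% in these data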
Numbers without * were called inactive; nt = no result given. Only part of the results is shown. The share of hits here may be higher or lower than overall.

No.	SMILES	Cardio protect	N-glyco inh	ABHD5 PLIN5 PPI	NOD2-RIPK2 inh	ABCB6 inh MLPCN	MC4R antag cAMP	HTR2A ag	NCOA2 inhibitor	TLR9-MyD88 inh	MC4R barr agon
1	CCN(C(=O)c1ccccc1F)c1nc(-c2ccc(OC)cc2)cs1	-9	-2	-6	-7	109	9	-3	-39	-3	-0.4
2	COC(=O)c1ccc(-n2cnc3ccccc32)nc1	-3	-2	4	-9	104	2	3	-19	-4	-1.3
3	CNC(=O)Nc1ccc2nc(C)oc2c1	-7	0	-9	0	104	1	1	-9	3	-1.1
4	COc1ccc2c(c1)/C(=N/OC(=O)c1cccs1)CCC2	-8	2	1	-9	92	14	-1	-12	0	0.5
5	CN(Cc1ccccc1)C(=O)CC(=O)N(C)Cc1ccccc1	-4	0	-1	3	93	1	2	-17	0	-0.7
6	CN(C)C(CNC(=O)c1ccccc1C(F)(F)F)c1ccco1 (configuration not stated)	-2	-1	11	3	94	3	6	-3	-3	-0.5
7	CCc1ccc(OCC(=O)Oc2ccc([N+](=O)[O-])cc2)cc1	1	1	6	2	98	-8	6	-12	0	-1.3
8	CCCCCc1cc(=O)[nH]c(=S)[nH]1	2	0	-6	4	97	5	5	4	7	-3.2
9	CN1CCC(NC(=O)Nc2ccc(Br)cc2)CC1	22	1	5	2	93	13	-10	-11	0	-2.4
10	Fc1ccccc1N1CCN(Cc2nc(-c3ccc(Cl)cc3Cl)no2)CC1	-22	-1	3	-13	100	12	1	21	7	1.1
11	COC(=O)c1[nH]c2ccccc2c1CN1CCOCC1	7	0	-4	-15	96	2	-6	18	10	-0.2
12	COc1ccccc1CCC(=O)OCC(=O)Nc1cc(S(=O)(=O)N2CCOCC2)ccc1C	1	2	5	-2	102	15	-2	-13	-6	0.7
13	CCC1CCCCN1C(=O)c1c[nH]c2ccc(S(=O)(=O)N(C)c3ccc(Cl)cc3)cc2c1=O (configuration not stated)	-4	-1	-1	-10	103	5	0	20	1	-2.1
14	Oc1ccc(-c2cnc(-c3ccc(O)cc3)nc2)cc1	-17	-7	-2	-7	96	-3	-5	-108	4	-3.2
15	CCN(CC(=O)Nc1ccc(NC(C)=O)cc1)C(=O)CN1C(=O)C2CCCCC2C1=O (configuration not stated)	5	-3	10	-22	93	3	7	-6	0	-0.3
16	COC(=O)CCS(=O)(=O)c1cc(Cl)ccc1Cl	-1	0	1	-11	96	-4	-2	-4	5	-2.4
17	O=C(O)CCn1c(-c2ccccc2)cc2c1CCCC2=O	3	2	1	-8	95	0	5	-18	-11	-1.4
18	CCc1ccc(N(C(=O)c2csnn2)C(C(=O)NC(C)(C)C)c2ccccn2)cc1 (configuration not stated)	0	0	0	-13	95	28	3	-33	-1	7.7
19	O=C(NC1CCCCC1)C(c1ccccc1F)N(Cc1ccco1)C(=O)c1ccccn1 (configuration not stated)	0	0	6	-11	106	12	0	17	-4	-0.9
20	COc1cccc(-c2cc(C(=O)Nc3cc(C)on3)no2)c1	-1	5	-2	-9	98	1	4	-11	-4	8.5*
21	CCSc1nc2ccccc2c(=O)n1C1CCOC(C)(C)C1 (configuration not stated)	1	0	1	-12	96	9	-5	13	6	0.8
22	Cc1ccc(S(=O)(=O)N(C)CC(=O)N(CC(C)C)C2CCS(=O)(=O)C2)cc1 (configuration not stated)	6	1	7	-2	95	10	-1	-7	3	-3.1
23	COC(=O)CCC(=O)NNC(=O)c1ccc([N+](=O)[O-])cc1	-8	2	1	-17	98	5	14*	-18	6	-4.5
24	O=C(CSc1nc2ccccc2[nH]1)NCc1ccc(F)cc1	-5	0	-3	-11	106	-7	12	-31	-5	2.0
25	CC(=O)Nc1ccc(-c2csc(NC(=O)CN3C(=O)NC4(CCCC4)C3=O)n2)cc1	5	0	-1	-2	93	-2	6	-1	-9	-2.5
26	O=c1[nH]c2c(c(=O)n1Cc1ccccc1)CCC2	6	3	10	-8	95	11	-8	-13	-1	-2.5
27	CCOc1ccc(NC(=O)COC(=O)c2ncc(Cl)c(Cl)c2Cl)cc1	-6	-1	-3	-4	101	3	2	-30	-4	2.0
28	COc1ccc(N(CC(=O)N2CCc3ccccc3C2)S(C)(=O)=O)cc1Cl	3	-1	3	-7	95	2	3	-3	2	-0.2
29	CC1CCCN(C(=O)COC(=O)Cc2ccc(Cl)cc2)C1 (configuration not stated)	0	1	-1	-2	100	19	-3	-23	-5	-0.1
30	O=S(=O)(c1ccc2nc(-c3ccco3)c(-c3ccco3)nc2c1)N1CCOCC1	7	-2	26*	-14	103	2	4	23	4	-1.6
31	CS(=O)(=O)N1CCN(c2ccccc2NC(=O)C(c2ccccc2)c2ccccc2)CC1	5	-1	7	-6	90	-2	0	13	0	-2.7
32	O=C1NC(=S)NC1(c1ccccc1)c1ccccc1	-2	0	-2	-5	100	2	0	9	-7	-2.5
33	CCN(CC(=O)NCc1cccs1)C(=O)CN(C)S(=O)(=O)c1ccc(C)cc1	-4	3	-12	7	100	13	-1	4	6	-3.2
34	C[C@]12CCC(O)CC1=CCC1C2CC[C@]2(C)/C(=N\NC(N)=S)CCC12 (some centres not stated)	0	-3	-9	-4	102	4	-4	6	-5	3.6
35	CCOC(=O)C1=NOC(COc2ccccc2C=O)C1 (configuration not stated)	18	0	2	3	105	13	4	-27	-6	1.3
36	CCOC(=O)c1cc(-c2cccc(O)c2)oc1C	nt	nt	-10	-7	100	nt	0	-70	nt	nt
37	Cc1ccc(N2CC(C(=O)OCC(=O)C(C)(C)C)CC2=O)cc1 (configuration not stated)	-6	2	-1	-14	90	5	-2	-14	3	-1.5
38	O=C(C1CCN(C2CCN(C/C=C/c3ccccc3)CC2)CC1)N1CCOCC1	2	0	0	0	104	3	-3	18	-5	-1.2
39	O=C(O)c1ccc(N2C(=O)CC(Cc3ccccc3)C2=O)cc1 (configuration not stated)	4	3	-2	0	98	2	-3	-12	-3	-0.3
40	CN1CCN(CC(=O)Nc2c(C(=O)C3CC3)oc3ccccc23)CC1	0	4	2	-4	98	-7	-5	-5	2	-2.1
41	COc1cc(NC(=O)COc2cc(O)c3c(c2)OC(C)(C)CC3=O)cc(OC)c1	-2	-1	-8	-1	94	-3	0	8	-3	0.9
42	C/C(=N\O)C(C)(C)Nc1ccc(Br)cc1	0	-1	2	-2	97	5	0	13	-10	-0.5
43	O=C(N/N=C/c1ccc(O)c(O)c1O)/C(=C/c1ccc([N+](=O)[O-])cc1)NC(=O)c1ccccc1	61*	9	-6	-4	97	1	-4	13	-3	-2.0
44	c1ccc2c(c1)CSc1ccccc1N2	-7	-2	3	-4	93	-2	-7	-28	nt	0.8
45	CCc1nnc(NC(=O)CSc2nnc(-c3ccco3)n2CCOC)s1	4	0	3	-12	95	7	1	14	-1	-0.7
46	O=C(O)c1cccc(N2CCCC2=O)c1	2	1	7	1	108	7	2	12	-2	-0.9
47	CCCSCCCNC(=O)Cn1c(=O)c2cccn2c2ccccc21	5	-1	-4	-6	95	12	8	-3	-1	-2.3
48	O=C(c1cccc(OC2CCN(Cc3ccc(F)cc3Cl)CC2)c1)N1CCCC1	-4	-3	-6	-9	97	-3	-2	-21	5	-2.8
49	CC1C(=O)C(C)C(c2ccc([N+](=O)[O-])cc2)NC1c1ccc([N+](=O)[O-])cc1 (configuration not stated)	-1	-4	-7	-3	99	14	1	-16	-18	0.4
50	CC(Nc1cc(N2CCNCC2)ccc1[N+](=O)[O-])c1ccccc1 (configuration not stated)	17	0	20	1	101	8	1	10	-1	-0.8

Further compounds.
No.	SMILES	Cardio protect	N-glyco inh	ABHD5 PLIN5 PPI	NOD2-RIPK2 inh	ABCB6 inh MLPCN	MC4R antag cAMP	HTR2A ag	NCOA2 inhibitor	TLR9-MyD88 inh	MC4R barr agon
51	Cc1sc2ncnc(N(C)CCc3ccccn3)c2c1C	1	-1	6	2	99	4	0	5	-1	-0.2
52	CCN(CC)c1ccc(NC(=O)COC(=O)C2CCN(c3ccc(C(F)(F)F)cn3)CC2)cc1	-10	0	-2	-5	96	13	8	-9	-6	3.2
53	Cc1ccc(NC(=O)CCC(=O)NNC(=O)c2cccc([N+](=O)[O-])c2)cc1C	0	1	-4	-1	109	1	-2	3	-4	-0.6
54	CCSc1nnc(NC(=O)CSc2nc3c(cc2C#N)CCCC3)s1	-14	-9	7	-1	98	11	4	-21	4	-0.6
55	COc1cc(/C=N/N=C2/NC(=O)C(c3ccccc3)S2)ccc1O (configuration not stated)	1	2	-1	1	98	11	7	-18	-5	-1.7
56	O=C(NCCOc1ccccc1)c1ccccc1	5	-8	14	-9	95	-3	-5	-38	4	0.3

Entries listed above marked active in MC4R barr agon:
# | Compound | N-glyco inh | ABHD5 PLIN5 PPI | NOD2-RIPK2 inh | ABCB6 inh MLPCN | MC4R antag cAMP | HTR2A ag | NCOA2 inhibitor | TLR9-MyD88 inh | MC4R barr agon
20 | COc1cccc(-c2cc(C(=O)Nc3cc(C)on3)no2)c1 | 5 | -2 | -9 | 98 | 1 | 4 | -11 | -4 | 8.5*

Pulled by compound from the entries so far, four records:
No.	SMILES	Cardio protect	N-glyco inh	ABHD5 PLIN5 PPI	NOD2-RIPK2 inh	ABCB6 inh MLPCN	MC4R antag cAMP	HTR2A ag	NCOA2 inhibitor	TLR9-MyD88 inh	MC4R barr agon
56	O=C(NCCOc1ccccc1)c1ccccc1	5	-8	14	-9	95	-3	-5	-38	4	0.3
51	Cc1sc2ncnc(N(C)CCc3ccccn3)c2c1C	1	-1	6	2	99	4	0	5	-1	-0.2
55	COc1cc(/C=N/N=C2/NC(=O)C(c3ccccc3)S2)ccc1O (configuration not stated)	1	2	-1	1	98	11	7	-18	-5	-1.7
53	Cc1ccc(NC(=O)CCC(=O)NNC(=O)c2cccc([N+](=O)[O-])c2)cc1C	0	1	-4	-1	109	1	-2	3	-4	-0.6
